# Screening data (PubChem)
# E-sel TNF inh – TNF alpha driven E-selectin expression inhibition | hit rate 0.71% among 120,000 | HUVEC TNFa-induced E-selectin immunofluorescence, high content | AID 1246 | inhibition, % at 2 µM;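 active means inhibition above the batch mean plus 3 SD, and confirmed as a hit on visual image review, cut at about 43% in these data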;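 further: 0% = TNF-stimulated DMSO wells and 100% = unstimulated control wells; not every result past the cut was called active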
# * = called active by the depositor. The list is partial; count on the stated rates, not on these rows.
E-sel TNF inh,smiles
-14,O=C(NC(=S)NCCC1=CCCCC1)c1ccccc1Br
-4,Cn1c(N)c(C(=O)c2cc(-c3ccncc3)nc3ccccc23)c(=O)n(C)c1=O
-1,O=C(NNC(=S)Nc1ccccc1)c1ccccc1[N+](=O)[O-]
45,O=C(c1ccco1)N1CCN(Cc2cccc([N+](=O)[O-])c2)CC1
0,Cc1ccc(CNC(=O)CCC2CCCN(Cc3c(C)nn(C(C)C)c3C)C2)o1 (configuration not stated)
3,C=CCn1c(=S)[nH]c2sccc2c1=O
17,COc1ccc(CC(=O)NCCC(C)C)cc1S(=O)(=O)N1CCOCC1
-24,CN1CCN(C(=O)CSc2nc(-c3ccco3)cc(C(F)(F)F)n2)CC1
2,CSCC[C@H](NC(=O)C1CCCC1)c1nc2ccccc2[nH]1
-14,CC1=CC2=NC(=O)/C(=C\c3ccc(OC(=O)c4ccco4)cc3)C(=N)N2O1
10,O=S(=O)(Nn1cnnc1)c1ccc2ccccc2c1
-41,Cc1ccc(C)c(S(=O)(=O)N=Nc2c(O)[nH]c3ccccc23)c1
9,COc1ccc(N2CCN(C(=O)Cc3coc4cc(C)ccc34)CC2)cc1
-11,O=C(/C=C/c1ccco1)NCCCN1CCOCC1
0,COc1ccc(/C(C)=N/NS(=O)(=O)c2ccccc2)c(OC)c1
17,Oc1c(Br)cc(Br)cc1CNc1ccc(F)cc1
-5,Cc1cccc(N2CCC(N=CN(C)C)=N2)c1
2,Cc1ccc(Cn2c(SCC(=O)NCC3CCCO3)nc3c2c(=O)n(C)c(=O)n3C)cc1 (configuration not stated)
-11,Cc1ccc(C(=O)COC(=O)c2cc(=O)[nH]c3ccccc23)cc1
0,CC(=O)c1ccc(NC(=O)/C(=C\c2ccccc2)NC(=O)c2ccco2)cc1
19,O=C(CN1CCN(Cc2ccccc2)CC1)Nc1ccc(-n2cnnn2)cc1
-25,CCC(Cc1ccccc1)n1c(=S)[nH]c2ccccc2c1=O (configuration not stated)
-3,COc1ccccc1CNc1ccc2nnc(CCNC(=O)c3ccccc3)n2n1
-4,CCCc1cc2c(=O)c(-c3cscn3)c(C(=O)OCC)oc2cc1O
-4,CC(=O)OCC(=O)c1c[nH]c2ccccc12
-14,O=S(=O)(Cc1cc(NCc2ccccc2)nc(-c2ccccn2)n1)c1ccccc1
-14,COc1ccc2c(c1)CCC1=C2NC(=S)NC1c1ccc(N(C)C)cc1 (configuration not stated)
9,Cc1ccc(NC(=O)c2ccc([N+](=O)[O-])cc2)cc1S(=O)(=O)N(C)C
-15,CCOc1ccc(CN(C)CC(=O)Nc2cc(C)c(C)cc2[N+](=O)[O-])cc1
27,O=[N+]([O-])c1ccc(O)c(C=Nc2ccc3oc(Cc4ccc(Cl)cc4)nc3c2)c1

# Taken from the listing, 6 compounds:
E-sel TNF inh,smiles
-4,CC(=O)OCC(=O)c1c[nH]c2ccccc12
-14,O=S(=O)(Cc1cc(NCc2ccccc2)nc(-c2ccccn2)n1)c1ccccc1
-14,COc1ccc2c(c1)CCC1=C2NC(=S)NC1c1ccc(N(C)C)cc1 (configuration not stated)
9,Cc1ccc(NC(=O)c2ccc([N+](=O)[O-])cc2)cc1S(=O)(=O)N(C)C
-15,CCOc1ccc(CN(C)CC(=O)Nc2cc(C)c(C)cc2[N+](=O)[O-])cc1
27,O=[N+]([O-])c1ccc(O)c(C=Nc2ccc3oc(Cc4ccc(Cl)cc4)nc3c2)c1

# More records.
E-sel TNF inh,smiles
-6,O=c1c2ccccc2nnn1Cc1ccc(Br)cc1
1,O=C(O)c1ccc(N2C(=O)C3C4c5ccccc5C(Br)(c5ccccc54)C3C2=O)cc1 (configuration not stated)
-15,COCCSc1nnc(NS(=O)(=O)c2ccc(C)cc2)s1
-33,CCc1ccc(N(C(=O)c2csnn2)C(C(=O)NC(C)(C)C)c2ccccn2)cc1 (configuration not stated)
-1,Cn1c(N)c(C(=O)COC(=O)C(Cc2ccccc2)NC(=O)c2ccccc2)c(=O)n(C)c1=O (configuration not stated)
-34,O=C(NCCCc1ccccc1)c1cc([N+](=O)[O-])ccc1Cl
-9,COC(=O)C(C)N=Cc1ccccc1 (configuration not stated)
12,CCOC(=O)CNC(=O)N1CCCC(C(=O)c2ccccc2SC)C1 (configuration not stated)
-22,Cc1cc(C)n2ncc(C(=O)Nc3cccc(O)c3)c2n1
-1,CCOC(=O)C1CCCN(C(=O)COC(=O)c2ccc(C#N)cc2)C1 (configuration not stated)
-25,CCOC(=O)C(C)Oc1ccc(OCc2ccccc2)cc1 (configuration not stated)
14,COc1ccc(NC(=O)c2oc3ccccc3c2NC(=O)C2CCCO2)cc1OC (configuration not stated)
2,COC(=O)c1ccccc1-n1cccc1C(=O)NP(=O)(N1CCOCC1)N1CCOCC1
10,Cc1c(NC(=O)CN2CCN(c3ccc([N+](=O)[O-])cc3)CC2)c(=O)n(-c2ccccc2)n1C
-55,Cc1ccsc1C(=O)Nc1ccc(O)c(-c2nc3ccccc3s2)c1
50,OCCC1CN(Cc2cn[nH]c2C2CCCCC2)CCN1Cc1ccccc1 (configuration not stated)
2,Cc1ccc(OCCSc2nnc(C)c(=O)n2N)cc1
-3,O=C(CCC(=O)OCC(F)(F)C(F)F)Nc1ccccc1F
-31,COc1cccc(N(Cc2nnc3n2CCCCC3)C(=O)Nc2ccccc2)c1
-32,CC[n+]1ccc(C)c2cc(P(=O)(c3ccccc3)c3ccccc3)ccc21
-30,Nc1nc(C(F)(F)F)c(Br)c(=O)n1N
-9,CCN(CC(=O)Nc1ccc(N2CCOCC2)cc1)C(=O)c1ccc(C#N)cc1
-52,CS(=O)(=O)NCCn1ccc2ccccc21
-36,C=CCNC(=O)COC(=O)/C=C/c1cccs1
-30,COc1cccc(NC(=O)/C=C/c2ccco2)c1
-48,COc1cc2c(cc1OC)C(SC)=NC1(CCCC1)C2
-22,Cc1cc(-c2nnc(CCC(=O)N(C)Cc3ccsc3)o2)no1
0,CC(C)(C)NC(=O)NC(=O)COC(=O)CNC(=O)C1CCCCC1
25,Cc1ccc(S(=O)(=O)/N=C(/c2ccc(F)cc2)N2CCCC2)cc1
7,Cc1ccc(SCCC(=O)NC2CC2)cc1

# In the list so far, 5 contain bromine:
E-sel TNF inh,smiles
-14,O=C(NC(=S)NCCC1=CCCCC1)c1ccccc1Br
17,Oc1c(Br)cc(Br)cc1CNc1ccc(F)cc1
-6,O=c1c2ccccc2nnn1Cc1ccc(Br)cc1
1,O=C(O)c1ccc(N2C(=O)C3C4c5ccccc5C(Br)(c5ccccc54)C3C2=O)cc1 (configuration not stated)
-30,Nc1nc(C(F)(F)F)c(Br)c(=O)n1N

# More entries follow.
E-sel TNF inh,smiles
-9,O=C(Nc1nc(-c2ccc3c(c2)OCCO3)cs1)C1CCCC1
6,CC1(C)OC(c2ccccc2)=C/C(=C/C=N/NC(=O)c2ccncc2)O1
-31,COC(=O)c1nnn(-c2ccsc2C(=O)OC)c1C(=O)OC
-31,O=C(CCCOc1ccc(Cl)cc1Cl)NCCCn1ccnc1
16,CNC(=S)NNC(=O)c1noc(C)c1C(=O)N1CCN(C(c2ccccc2)c2ccccc2)CC1
-34,CC(=O)Nc1ccc(S(=O)(=O)Nc2ccc(C)c([N+](=O)[O-])c2)cc1
-21,Nc1ccc(-c2nc3cc(N)ccc3s2)cc1
-8,CCN(C(=O)COC(=O)c1cc(-c2cccs2)nc2ccccc12)C1CCS(=O)(=O)C1 (configuration not stated)
-10,CN(c1ccccc1)S(=O)(=O)c1ccc(C(=O)Nc2nnc(C3CC3)o2)cc1
-26,Cc1ccnc(SCC(=O)N2CCc3ccccc3C2)n1
-15,O=C1C2C3C=CC(CC3)C2C(=O)N1/N=C/c1c(O)ccc2ccccc12 (configuration not stated)
11,CCOC(=O)n1c(=O)n(Cc2cccc(F)c2)c2ccccc21
2,Cc1cc(C)nc(N/N=C/c2cc3c(cc2[N+](=O)[O-])OCO3)n1
-9,CCOC(=O)CSc1nnc(CNC(=O)c2cccc(C)c2)n1C
-8,CN(C(=O)C1CCCN(S(=O)(=O)c2cccc([N+](=O)[O-])c2)C1)C1CCS(=O)(=O)C1 (configuration not stated)
-6,CSc1ncc(CO)n1Cc1ccccc1
5,COc1ccc(C(=O)NCCc2cc3ccc(C)c(C)c3[nH]c2=O)cc1OC
-18,CCOC(=O)C1CCN(C(=O)CCS(=O)(=O)c2ccc3c(c2)CC(C)N3C(=O)CC)CC1 (configuration not stated)
-2,CCOc1nc(NCCO)nc(Nc2ccccc2F)n1
-12,Cc1cccc(NC(=S)N(CCCN2CCOCC2)C(C)c2cc3ccccc3o2)c1C (configuration not stated)
-31,O=C(O)C(=O)/C(=C\c1cccc(Cl)c1)c1ccc2ccccc2n1
-1,CC(=O)Nc1ccc(NC(=O)C(C)OC(=O)CCc2nc3ccccc3s2)cc1 (configuration not stated)
20,COc1ccc(OC)c(-c2csc(NC(=O)Cn3[nH]c(=O)c4ccccc4c3=O)n2)c1
-24,COc1ccc(/C=C2\CCc3ccccc3C2=O)c(OC)c1OC
3,Nc1ccc(C(=O)OCc2nc3cc4ccccc4cc3[nH]2)cc1
41,O=C(NCc1ccco1)C(=O)NCC1OCCN1S(=O)(=O)c1ccc(Br)cc1 (configuration not stated)
-12,O=S(=O)(c1ccc(-c2csc(-c3cccnc3)n2)cc1)N1CCOCC1
-7,CC(=O)Nc1ccc(NC(=O)c2c(C)nn(-c3ccccc3)c2Cl)cc1C
24,O=C(O)Cc1ccc(NC(=O)Nc2cccc(Cl)c2)cc1
-14,Cc1cc2c(cc1S(=O)(=O)N(C)c1ccccc1)NC(=O)CO2
-14,Cc1ccc(N2C(=O)CC(NCC3CCCO3)C2=O)cc1 (configuration not stated)
-32,CCN(c1ccccc1)S(=O)(=O)c1ccc(Cl)c(C(=O)N(CC2CCCO2)C2CCS(=O)(=O)C2)c1 (configuration not stated)
18,Cc1[nH]c2ccccc2c1C(=O)NS(=O)(=O)Nc1ccc(F)cc1
2,O=c1c2ccccc2nc(SCc2ccncc2)n1CC1CCCO1 (configuration not stated)
3,CCOc1ccccc1N(CC(=O)NCC1CCCO1)C(=O)CNS(=O)(=O)c1ccccc1 (configuration not stated)
-16,CCOc1ccc(-c2nc3ccccc3c(=O)o2)cc1
-10,COc1ccc(CCNC(=O)c2ccc(=O)[nH]c2)cc1
2,N#CCSc1nn(-c2ccc(F)cc2)c(=S)s1
-14,NC(N)=Nc1nc2ccc(Cl)cc2c(=O)[nH]1
13,COCCNC(=O)CCC(=O)NNc1nc2ccccc2c2nc(C)nn12
14,COc1ccc(C(=O)C2CCN(C(=S)Nc3ccc(F)cc3)CC2)cc1
3,CCC1CCCCN1C(=O)CNCC1CCCO1 (configuration not stated)
10,O=C(CCc1nc2ccccc2c(=O)[nH]1)Nc1ccc(F)c([N+](=O)[O-])c1
12,O=C1c2ccccc2NC(c2ccccn2)N1NS(=O)(=O)c1ccccc1 (configuration not stated)
-33,Cc1cccc(C)c1NC(=O)Cn1nnc(-c2ccc(CN3CCC(C)CC3)cc2)n1
-4,O=C(O)CC/C(=C\c1ccccc1[N+](=O)[O-])c1nc2ccccc2s1
-6,C=CCNC(=O)NC(=O)CSc1nnc(C(F)(F)F)n1C
45,CC(C)Cn1c(-c2csc(C(C)C)c2)n[nH]c1=S
-14,CCN1CCN(c2cc(C)c3cc(NC(=S)N4CCC5(CC4)OCCO5)ccc3n2)CC1
-2,CC(Cl)C(=O)NNC(=O)CNS(=O)(=O)c1ccccc1 (configuration not stated)
-30,Cc1cccc(NC(=O)COc2ccc(/C=C\c3[nH]c(=O)[nH]c(=O)c3[N+](=O)[O-])cc2)c1
16,N#C/C(=C\c1cccnc1)C(=O)Nc1ccc(C(=O)O)cc1
-32,CN(CCCN1CCOCC1)Cc1nc(-c2ccccc2)no1
3,CC(C)(C)NC(=O)NC(=O)CN1CCN(c2ccc(O)cc2)CC1
10,CCn1c(SCC(=O)N/N=C(\C)c2ccco2)nnc1-c1ccccc1
4,CC(=O)NNC(=O)c1sc(=S)n2c1[nH]c(=O)c1sccc12
0,COc1ccc(C/C(C)=N/NC(=S)Nc2ccccc2F)cc1
-53,CCC(=O)OCC(=O)Nc1ccc2c(c1)OCO2
5,O=C(C(=O)N1CCCc2ccccc21)c1cn(CC(=O)N2CCOCC2)c2ccccc12
-9,O=C1CC(c2ccccc2)CC(O)=C1C=Nc1ccccc1 (configuration not stated)

# Other compounds.
E-sel TNF inh,smiles
-1,O=C(c1ccc(Cl)cc1)n1c(NCc2ccccc2)n[nH]c1=S
13,O=C(NCc1ccc2c(c1)OCO2)C1Cc2ccccc2CN1C(=O)c1ccco1 (configuration not stated)
-45,CCCCC(=O)Nc1nnc(CCOC)s1
11,Cc1ccc2oc(=O)c(/C=C(\O)C(C)(C)C)nc2c1
16,O=C(N/N=C/c1ccc(OCCCF)cc1)c1ccc(C(F)(F)F)cc1
14,COc1ccc(Cl)cc1NC(=S)NCc1cccs1
4,COc1ccc(C2CC(=O)C(C=NCCN3CCN(C(=S)Nc4ccccc4)CC3)=C(O)C2)cc1OC (configuration not stated)
7,COc1ccccc1-n1cnnc1SCC(=O)NC1CCS(=O)(=O)C1 (configuration not stated)
-2,O=[N+]([O-])c1cccc(/C=N/NC2=NS(=O)(=O)c3ccccc32)c1
-18,O=C(CSc1nnc2ccccn12)N1CCc2ccccc21

# Look-ups from the results shown.
# E-sel TNF inh, `Cc1ccc2oc(=O)c(/C=C(\O)C(C)(C)C)nc2c1` is entered as 11
# E-sel TNF inh, `O=C(CSc1nnc2ccccn12)N1CCc2ccccc21` is entered as -18
